APOBEC3A inh: APOBEC3A ssDNA deaminase inhibitors, primary screen, selectivity assay for APOBEC3G inhibitor project, biochemical, FAM/TAMRA oligo cleavage fluorescence | hit rate 0.41% among 330,000 | recombinant A3A, FAM/TAMRA ssDNA deamination fluorescence | AID 493011, 2011 | DNA dC->dU-editing enzyme APOBEC-3A (Homo sapiens), P31941 | inhibition, % at 20 µM;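 active means at least 40% inhibition at 20 µM here, with at most 30% in a related deaminase screen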;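 further: plate controls were A3A with DMSO for no effect and wells lacking A3A enzyme for full effect; some results filed as inactive read as strong as hits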
Target sequence (P31941 whole entry, looked up): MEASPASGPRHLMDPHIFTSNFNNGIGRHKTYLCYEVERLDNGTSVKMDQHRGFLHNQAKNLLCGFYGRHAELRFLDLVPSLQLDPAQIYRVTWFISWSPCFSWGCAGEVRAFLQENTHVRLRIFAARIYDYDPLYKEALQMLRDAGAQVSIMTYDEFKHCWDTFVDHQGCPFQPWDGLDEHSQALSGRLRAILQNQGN
mIAP activ: activators of mouse IAP, primary screen, biochemical, luminescence, uHTS. intestinal alkaline phosphatase [Mus musculus]. muIAP, CDP-Star luminescence, 30 min; hits give high values; 1 = vehicle-only enzyme signal, 0 = enzyme-free wells. activation factor at 10 µM. hit rate 0.24% among 330,000;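 active means activation factor of at least 2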; further: the source names both 10 and 20 µM as test concentration; values of inactives mirror those of a sister screen read the other way
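Assay system: mouse IAP enzyme; reagent: chemiluminescent substrate CDP-Star; dosing: test compounds delivered from DMSO solution; schedule: 30 min at room temperature; measured by: luminescence from enzymatic CDP-Star hydrolysis; controls: DMSO-only wells and no-enzyme negative control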
hIAP act: human IAP activators, primary screen, biochemical, luminescence, uHTS. purified human IAP, CDP-Star luminescence, 30 min; hits give high values; 1 = vehicle-only enzyme, 0 = enzyme-free background. activation factor at 10 µM. hit rate 0.16% among 330,000. AID 2524, 2010;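 active means activation factor of the enzyme at least 2-fold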; further: the source names both 10 and 20 µM as test concentration; values of inactives mirror those of a sister screen read the other way
hIAP inh: human IAP inhibitors, primary screen, biochemical, luminescence, uHTS; Intestinal-type alkaline phosphatase (Homo sapiens), P09923; purified IAP, CDP-Star luminescence, 30 min; inhibition, % at 10 µM; hit rate 0.12% among 330,000; AID 2544, 2010;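 active means inhibition reaching a set limit with compound at 10 µM in the primary screen, cut at about 35% in these data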;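 further: plate controls were DMSO wells with enzyme for no effect and no-enzyme buffer wells for full effect; values of inactives mirror those of a sister screen read the other way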
mIAP block: inhibitors of mouse IAP, primary screen, biochemical, luminescence, uHTS | purified mouse IAP, CDP-Star luminescence, 30 min | inhibition, % at 10 µM | AID 2806, 2010 | intestinal alkaline phosphatase [Mus musculus] | hit rate 0.2% among 330,000;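 active means inhibition of at least 40% at 10 µM in the primary screen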;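 further: plate controls were DMSO with enzyme for no effect and no enzyme wells for full effect; values of inactives mirror those of a sister screen read the other way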
PfG6PD inh: PfG6PD enzyme inhibitors, primary screen, biochemical, fluorescence intensity, uHTS; inhibition, % at 20 µM; PfGluPho enzyme, NADPH resazurin-diaphorase fluorescence; hit rate 0.78% among 350,000; AID 504690, 2011;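 active means inhibition reaching at least a set limit at 20 µM in the primary screen, cut at about 59% in these data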;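 further: 0% = DMSO wells with substrate and 100% = DMSO wells lacking glucose-6-phosphate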
ATG4B inhibitor: ATG4B protease inhibitors, primary screen, biochemical, fluorescence, uHTS; Cysteine protease ATG4B (Homo sapiens), Q9Y4P1; ATG4B cleavage of LC3-PLA2, NBD-HPC fluorescence, 1 h; inhibition, % at 8.33 µM; hit rate 0.51% among 340,000; AID 504462, 2011; in the data active means inhibition above about 40%
HKDC1 inhibitor: HKDC1 hexokinase inhibitors, primary screen, biochemical, fluorescence, uHTS | Q2TB90 | recombinant HKDC1, G6PDH/diaphorase resazurin coupled fluorescence | inhibition, % at 20 µM | hit rate 0.16% among 340,000 | AID 493160, 2011;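 active means inhibition above about 35% when tested at 20 µM, limit read from the data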;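 further: plate controls were DMSO wells with enzyme for no effect and DMSO wells lacking enzyme for full effect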
Target sequence (Q2TB90 whole entry, looked up): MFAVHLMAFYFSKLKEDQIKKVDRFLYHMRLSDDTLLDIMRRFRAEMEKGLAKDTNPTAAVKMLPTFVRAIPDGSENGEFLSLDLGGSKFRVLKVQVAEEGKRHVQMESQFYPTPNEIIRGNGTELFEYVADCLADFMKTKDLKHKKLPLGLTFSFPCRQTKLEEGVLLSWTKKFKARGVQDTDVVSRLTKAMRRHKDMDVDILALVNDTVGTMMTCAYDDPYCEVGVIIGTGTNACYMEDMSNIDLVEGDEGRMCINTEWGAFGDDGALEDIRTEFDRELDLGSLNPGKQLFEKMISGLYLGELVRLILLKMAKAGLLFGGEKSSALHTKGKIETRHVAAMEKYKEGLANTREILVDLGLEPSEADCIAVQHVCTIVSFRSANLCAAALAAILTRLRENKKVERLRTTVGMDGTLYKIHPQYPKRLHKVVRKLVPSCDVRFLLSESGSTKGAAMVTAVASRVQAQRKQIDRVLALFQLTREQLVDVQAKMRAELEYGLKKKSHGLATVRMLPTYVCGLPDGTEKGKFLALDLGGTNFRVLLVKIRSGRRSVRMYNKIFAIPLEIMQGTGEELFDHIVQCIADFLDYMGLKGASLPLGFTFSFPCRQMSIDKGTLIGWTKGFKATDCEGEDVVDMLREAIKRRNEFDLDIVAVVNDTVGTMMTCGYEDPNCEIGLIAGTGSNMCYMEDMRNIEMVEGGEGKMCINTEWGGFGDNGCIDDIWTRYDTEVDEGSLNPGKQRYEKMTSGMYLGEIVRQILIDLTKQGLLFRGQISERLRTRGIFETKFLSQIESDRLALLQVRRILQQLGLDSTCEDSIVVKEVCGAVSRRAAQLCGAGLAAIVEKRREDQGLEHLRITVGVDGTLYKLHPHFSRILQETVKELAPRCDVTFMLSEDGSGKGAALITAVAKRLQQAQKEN
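Assay system: recombinant HKDC1 hexokinase; detection: coupled resazurin fluorescence, excitation 525 nm, emission 613 nm; benchmarks: DMSO-plus-enzyme-mix negative control, buffer-substituted positive control; compound dosing: single 20 µM dose; schedule: 90 min at room temperature in dark; also added: glucose plus 1 mM ATP as hexokinase substrates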
An asterisk follows results filed as active; . = not tested or not shown. Random draw from the library. About 2.4% of those tested had a hit in this group.

APOBEC3A inh | mIAP activ | hIAP act | hIAP inh | structure | mIAP block | PfG6PD inh | ATG4B inhibitor | HKDC1 inhibitor
-5 | 1.3 | 1.1 | -6 | Cc1noc(C)c1C(=O)OC(C)C(=O)NC(C)c1ccc(Cl)cc1Cl (configuration not stated) | -27 | 5 | -6 | -3
-2 | 1 | 0.84 | 16 | Cn1cc(S(=O)(=O)Nc2ccc(Cl)cc2Cl)c(=O)n(C)c1=O | -1 | -15 | -1 | 0
3 | 1.2 | 1.1 | -10 | O=C(O)/C=C/C(=O)N(Cc1ccccc1)Cc1ccco1 | -15 | -2 | -5 | -7
1 | 1.1 | 0.94 | 6 | O=[N+]([O-])c1cnccc1NC1CCCCC1 | -14 | 3 | -4 | 3
4 | 1.1 | 0.91 | 9 | CC(=O)c1ccc2c(c1)c(C#N)c1ccccc1[n+]2[O-] | -7 | -9 | -20 | 12
-4 | 1 | 1.2 | -20 | COc1ccc(C(=O)NCCCCCCNC(=O)c2ccc(OC)cc2)cc1 | -2 | -16 | 8 | -1
0 | 1 | 1.4 | -37 | CS(=O)(=O)Nc1ccccc1C(=O)N1CCCC1 | 0 | 11 | 0 | -6
0 | 0.96 | 0.84 | 16 | COc1ccc(/C=C/C(=O)Nc2ccccc2C(=O)NCC(c2ccc(OC)cc2)N(C)C)cc1 (configuration not stated) | 4 | 13 | -4 | -3
2 | 1.1 | 1 | -5 | CCN(CC(=O)Nc1ccc(OC)cc1)CC(=O)N1CC(=O)Nc2ccccc21 | -5 | 11 | -4 | 1
-2 | 1 | 0.92 | 8 | CCN1CCN(C(=O)c2nn(C)c3c2CS(=O)(=O)c2ccccc2-3)CC1 | -1 | -9 | 0 | -2
0 | 0.99 | 0.94 | 6 | COc1ccc(Cl)c2sc(N3CCN(C(=O)C4=COCCO4)CC3)nc12 | 1 | -10 | -4 | 7
-9 | 1 | 1.2 | -18 | CC(C)C(NC(=O)c1c(F)cccc1F)C(=O)N1CCN(c2ccccc2F)CC1 (configuration not stated) | -2 | -14 | 6 | -7
-1 | 1.1 | 0.9 | 10 | O=C(Nc1cccc(Cl)c1)N1CCC(CO)(CCOc2ccccc2)CC1 | -7 | -3 | 16 | -2
-5 | 0.99 | 1 | -2 | Cn1c(CCC(=O)OCC(=O)Nc2ccc(Oc3ccccc3)cc2)nc(=O)c2ccccc21 | 0 | -2 | -17 | -3
0 | 1.1 | 1.1 | -13 | O=C1c2ccccc2C(O)(c2ncc[nH]2)N1C1CCCCC1 (configuration not stated) | -7 | -9 | -8 | -9
0 | 1.1 | 1 | -4 | COc1ccc(CN([C@H](CO)CC(C)C)S(=O)(=O)N(Cc2ccccc2)[C@H](CO)CC(C)C)cc1 | -14 | 13 | -14 | -2
-2 | 1 | 1.1 | -7 | COc1cc2c(cc1OC)-c1cc(NC3CCCCC3)nc(=O)n1CC2 | -2 | 6 | -6 | 2
37 | 0.95 | 0.92 | 8 | CN(C(=O)COC(=O)/C=C/c1ccc(S(=O)(=O)N2CCc3ccccc32)cc1)C1CCS(=O)(=O)C1 (configuration not stated) | 5 | 4 | 7 | -9
-3 | 1 | 1 | 0 | Nc1nnc(SCc2ccccc2F)n1-c1ccccc1 | -3 | -3 | -11 | -3
-3 | 0.89 | 1.1 | -13 | COC(=O)[C@]1(C)N[C@H](CN(C)S(=O)(=O)c2ccc(-c3ccccc3)cc2)[C@@H]2C(=O)N(Cc3ccccc3)C(=O)[C@@H]21 | 12 | 9 | . | 1

Ordered by the number under mIAP activ (ascending): four of the compounds above
| SMILES | APOBEC3A inh | mIAP activ | hIAP act | hIAP inh | mIAP block | PfG6PD inh | ATG4B inhibitor | HKDC1 inhibitor |
| --- | --- | --- | --- | --- | --- | --- | --- | --- |
| COc1ccc(/C=C/C(=O)Nc2ccccc2C(=O)NCC(c2ccc(OC)cc2)N(C)C)cc1 (configuration not stated) | 0 | 0.96 | 0.84 | 16 | 4 | 13 | -4 | -3 |
| COc1ccc(Cl)c2sc(N3CCN(C(=O)C4=COCCO4)CC3)nc12 | 0 | 0.99 | 0.94 | 6 | 1 | -10 | -4 | 7 |
| CCN1CCN(C(=O)c2nn(C)c3c2CS(=O)(=O)c2ccccc2-3)CC1 | -2 | 1 | 0.92 | 8 | -1 | -9 | 0 | -2 |
| COc1ccc(CN([C@H](CO)CC(C)C)S(=O)(=O)N(Cc2ccccc2)[C@H](CO)CC(C)C)cc1 | 0 | 1.1 | 1 | -4 | -14 | 13 | -14 | -2 |

Remaining list, next part:
APOBEC3A inh | mIAP activ | hIAP act | hIAP inh | structure | mIAP block | PfG6PD inh | ATG4B inhibitor | HKDC1 inhibitor
-6 | 1.2 | 0.94 | 6 | CNC(=O)CSc1cn(CC(=O)N(C(C)C)C(C)C)c2ccccc12 | -19 | 6 | -3 | -15
2 | 0.92 | 1.1 | -7 | CSCCC(NC(=O)c1ccccc1Cl)C(=O)N1CCC1 (configuration not stated) | 8 | 1 | -8 | -4
-1 | 0.9 | 1.2 | -22 | O=C(CCCOc1ccccc1)NCCc1ccccc1 | 10 | 3 | -8 | 10
3 | 1.1 | 0.95 | 5 | O=c1[nH]c(/C=C/c2cccc([N+](=O)[O-])c2)c([N+](=O)[O-])c(=O)[nH]1 | -12 | -23 | -2 | 28
-1 | 1.1 | 1.1 | -8 | CC(C)CCNC(=O)NC(=O)CSc1nnc(-c2ccccc2Br)o1 | -5 | -5 | -10 | 14
-2 | 0.94 | 0.96 | 4 | O=C(/C=C/c1ccc(Cl)cc1)N(c1ccccn1)C1CCCCC1 | 6 | 13 | 14 | 6
-3 | 1 | 0.91 | 10 | COc1ccc(C(=O)Nc2c(N)nc(SCC(=O)Nc3ccc(C(C)=O)cc3)[nH]c2=O)cc1 | -3 | -15 | 2 | 3
-3 | 1.1 | 1.2 | -18 | COc1ccc(CN(C(=O)c2ccco2)c2ccc(C)cc2)cc1OC | -12 | -12 | -2 | 1
0 | 0.9 | 1.1 | -10 | CSc1nc2cc(C)nn2c(-c2ccc(C(C)(C)C)cc2)c1C#N | 10 | -6 | 6 | -3
-5 | 1 | 1.1 | -12 | COc1ccc(/C=N/NC2=NCCCCC2)c(OC)c1 | -3 | 3 | -2 | -8
3 | 1 | 1.2 | -23 | CCc1ccc(C(=O)CSc2n[nH]c(C)n2)cc1 | -2 | 44 | -4 | 4
-2 | 0.92 | 1.1 | -11 | O=C1/C(=C/c2ccccn2)SC(=S)N1CCc1ccccc1 | 8 | -14 | 6 | -4
4 | 0.99 | 0.92 | 8 | CCC(C)(C)NC(=O)CN(C(=O)CCC(=O)Nc1cc(C)ccn1)c1ccc2c(c1)OCCO2 | 1 | 4 | -3 | -6
-3 | 1 | 0.97 | 3 | COc1ccc(NS(=O)(=O)c2c(F)cccc2F)cc1S(=O)(=O)N1CCOCC1 | -2 | -2 | -5 | 13
-2 | 0.97 | 1.9 | -91 | Cc1nn(CCC(=O)NNC(=S)NCC(C)C)c(C)c1Br | 3 | -5 | 3 | -10
-1 | 1.1 | 0.87 | 13 | CCOC(=O)Nc1ccc2c(c1)N(C(=O)CCN1CCN(C)CC1)c1ccccc1S2 | -6 | -8 | -11 | -3
6 | 0.95 | 1 | -2 | CCOc1ccc(C(C)=O)cc1CN1C(=O)NC(C)(C2CC2)C1=O (configuration not stated) | 5 | 5 | -7 | -3
-3 | 0.97 | 1.2 | -21 | COc1ccc(N2CCN(C3CC(=O)N(c4ccc5c(c4)OCCO5)C3=O)CC2)cc1 (configuration not stated) | 3 | 7 | 7 | 1
-3 | 1.1 | 1 | -5 | CCOc1ncccc1C(=O)OCC(=O)Nc1ccc2c(c1)CCC2 | -11 | 18 | -8 | -1
-2 | 1 | 1.1 | -8 | CSc1ccc(/C=C/C(=O)OCC(=O)NC(C)C)cc1 | -2 | -7 | 12 | 13
-4 | 0.96 | 1.1 | -7 | COc1ccc2c(c1OC)C(=O)N(c1cccc(NC(C)=O)c1)C2 | 4 | -9 | -6 | 4
-4 | 0.94 | 0.89 | 11 | CC(C(=O)c1c[nH]c(C(N)=O)c1)c1ncc(C(F)(F)F)cc1Cl (configuration not stated) | 6 | -11 | 0 | -11
-2 | 1 | 1.1 | -6 | O=C(CC1SC(=Nc2ccc3c(c2)OCCO3)NC1=O)Nc1ccc(F)cc1F (configuration not stated) | -2 | 1 | -10 | -1
-2 | 0.98 | 1.1 | -6 | Cc1cc(C)n2c(SCc3cccs3)nnc2n1 | 2 | -10 | 2 | 2
-2 | 0.86 | 0.92 | 8 | CN1CCc2c(sc(NC(=O)c3ccc(S(=O)(=O)N4CCOCC4)cc3)c2C(N)=O)C1 | 14 | 9 | -11 | -2
-7 | 1 | 1 | -5 | Cc1ccc(Nc2nc3nonc3[nH]c2=O)cc1C | -3 | -12 | -1 | -3
0 | 0.99 | 1 | -1 | Cc1ccc(CNC(=O)Cn2ccc(NC(=O)OCc3ccccc3)nc2=O)o1 | 1 | 0 | 0 | -5
1 | 1.1 | 1.1 | -6 | O=C(CCN1CCc2ccccc2C1)Nc1cccc(F)c1 | -11 | 13 | -15 | 5
-3 | 0.97 | 0.9 | 10 | CC1(NC(=O)CSc2nnc(-c3c[nH]c4ccccc34)n2C2CC2)CCS(=O)(=O)C1 (configuration not stated) | 3 | 35 | -5 | -3
0 | 0.95 | 1.1 | -8 | COc1ccc(C(=O)COC(=O)C2CCN(c3ccc(C(F)(F)F)cn3)CC2)c(OC)c1 | 5 | 15 | -2 | 4
0 | 1 | 1.2 | -16 | CCCC(=O)N(CCN1CCOCC1)c1nc2c(OC)ccc(C)c2s1 | -3 | 11 | -18 | 0
7 | 1 | 1.3 | -30 | Cc1[nH]n(-c2ccccc2)c(=O)c1C=Nc1cnc2ccccc2c1 | -4 | -10 | -4 | 4
-2 | 0.92 | 1.4 | -39 | C[C@H](NC(=O)c1nc[nH]c1C(=O)NC(c1ccccc1)c1ccccc1)C(=O)OC(C)(C)C | 8 | 9 | -6 | 0
-2 | 0.96 | 1 | -1 | O=C(Nc1cc(S(=O)(=O)N2CCOCC2)ccc1N1CCOCC1)c1cc(=O)[nH]c2ccccc12 | 4 | 13 | -13 | 1
-2 | 0.96 | 0.82 | 18 | CC1CN(c2nc3c(c(=O)n(Cc4ccc(Cl)c(Cl)c4)c(=O)n3C)n2C)CC(C)O1 (configuration not stated) | 4 | -8 | -20 | 2
2 | 0.96 | 0.97 | 3 | CC(C)N1CCCC(CNC(=O)CCc2nnc(CCCCc3ccccc3)o2)C1 (configuration not stated) | 4 | -3 | 7 | -13
0 | 0.96 | 1.1 | -7 | COc1ccc(-c2cc(C(=O)N(C)CC(=O)Nc3ccccc3Cl)c3ccccc3n2)cc1OC | 4 | 2 | -11 | -1
-1 | 1.1 | 1 | -3 | N#C/C(=C\c1cn(Cc2ccc(F)cc2)c2ccccc12)C(=O)NCc1ccco1 | -8 | 8 | -9 | -8
-3 | 0.93 | 1.1 | -6 | CCOc1ccc2nc(-c3ccccc3)nc(SCC(=O)Nc3ncc(C)s3)c2c1 | 7 | -17 | 0 | -1
